# High-throughput results from PubChem BioAssay.
# TSG101-PTAP inh: qHTS Assay for Iinhibitors of HIV-1 Budding by Blocking the Interaction of PTAP/TSG101 | Tumor susceptibility gene 101 protein (Homo sapiens), Q99816 | Fluorescence polarization, FITC-PTAP peptide / Tsg101 binding | Potency, µM (series often up to 115 µM), inactives show at the highest dose activity change, negative = inhibition, actives largely listed as inhibitors | 340,000 tested, under 10 active; active = well fitted inhibition curve with a large enough effect in the main read-out, with a control signal flat, not every such curve was filed as active; inconclusive = small, poorly fitted or top-dose-only effect, or effect the other way, or a change in a side signal; inactive = no such curve, though single readings can be large or run the other way; also: potency is read from the fitted curve at half-maximal effect; % of control where 0% means no effect
#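 Compounds were pin-transferred onto Tsg101 binding domain (10 uM final) in HEPES pH 7.5 buffer, then FITC-PTAP peptide was added at 50 nM final. After 20 min at RT, polarization reported peptide displacement across a qHTS concentration series.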
# MBNL1-CUG inh: qHTS Assay for Inhibitors of MBNL1-poly(CUG) RNA binding | TR-FRET MBNL1-His/biotin-(CUG)12 binding, 665/545 ratio | Potency, µM (series often up to 57.5 µM), inactives show at the highest dose activity change, negative = inhibition, hits mostly inhibitors | 0.036% of 280,000 active | AID 2675, 2010; active = well fitted inhibition curve with a large enough effect in the signal ratio, with a control signal flat, not every such curve was filed as active; inconclusive = small, poorly fitted or top-dose-only effect, or effect the other way, or a change in a side signal; inactive = no such curve, though single readings can be large or run the other way; the % refers to the signal ratio; also: potency is read from the fitted curve at half-maximal effect; % is scaled to controls: 0 for no effect and ±100 for the full control effect
# Target sequence (Q9NR56 whole entry, looked up): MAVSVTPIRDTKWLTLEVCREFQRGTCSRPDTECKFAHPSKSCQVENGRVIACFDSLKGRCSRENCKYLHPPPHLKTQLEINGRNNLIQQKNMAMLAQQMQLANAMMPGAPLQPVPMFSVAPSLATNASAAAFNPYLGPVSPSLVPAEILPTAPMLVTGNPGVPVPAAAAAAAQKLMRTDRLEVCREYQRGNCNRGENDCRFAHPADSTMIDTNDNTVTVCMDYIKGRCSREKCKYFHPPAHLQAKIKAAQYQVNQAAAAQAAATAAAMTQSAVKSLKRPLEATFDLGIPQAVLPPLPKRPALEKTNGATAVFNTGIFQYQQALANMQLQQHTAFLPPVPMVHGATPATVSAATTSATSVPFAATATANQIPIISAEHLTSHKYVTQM
#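 His-tagged MBNL1 binding to biotinylated (CUG)12 RNA was measured by TR-FRET using terbium anti-His antibody (0.055 ng/ul final) and streptavidin-XL665 (5 nM final). Compounds were titrated 92 nM to 58 uM; 60 min at room temperature.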
# S-ASM inh: Inhibitors of Secretory Acid Sphingomyelinase (S-ASM): qHTS | Sphingomyelin phosphodiesterase (Homo sapiens), P17405 | placental ASM, HMU-PC fluorogenic substrate, 60 min | Potency, µM (highest dose often 57.5 µM), for the others: at the highest dose activity change, negative = inhibition, usual class: inhibitors | 0.006% of 340,000 active; also: potency is read from the fitted curve at half-maximal effect
# Target sequence (P17405 47-631 limits assumed): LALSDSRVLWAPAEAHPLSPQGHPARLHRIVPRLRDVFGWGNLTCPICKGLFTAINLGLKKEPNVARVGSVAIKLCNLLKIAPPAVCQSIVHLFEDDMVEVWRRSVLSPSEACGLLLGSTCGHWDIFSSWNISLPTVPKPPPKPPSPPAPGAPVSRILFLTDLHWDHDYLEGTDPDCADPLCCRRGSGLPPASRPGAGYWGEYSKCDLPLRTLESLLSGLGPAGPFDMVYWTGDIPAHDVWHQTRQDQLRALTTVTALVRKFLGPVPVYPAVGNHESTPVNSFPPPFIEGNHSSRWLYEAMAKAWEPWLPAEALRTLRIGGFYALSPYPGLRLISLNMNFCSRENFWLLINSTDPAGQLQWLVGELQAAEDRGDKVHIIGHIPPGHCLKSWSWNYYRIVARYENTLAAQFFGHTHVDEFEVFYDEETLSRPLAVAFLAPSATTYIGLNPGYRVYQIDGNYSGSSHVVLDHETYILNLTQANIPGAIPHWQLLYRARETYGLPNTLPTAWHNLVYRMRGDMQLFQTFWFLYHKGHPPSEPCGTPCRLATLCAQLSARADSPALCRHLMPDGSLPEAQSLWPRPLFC
#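 Steps: dispense placental human ASM, pin compound, wait 10 min at room temperature, add HMU-PC0 substrate at 9 uM final, incubate 60 min at 37 °C, add stop solution raising pH to 10, read fluorescence.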
# Menin-MLL TR inh: qHTS Assay for Inhibitors Targeting the Menin-MLL Interaction in MLL Related Leukemias: Competition With Texas Red Labeled MLL-derived Mutant Peptide. O00255. Menin + Texas Red MLL mutant peptide, fluorescence polarization. Potency, µM (doses to about 61.6 µM), without a hit: at the top dose FP activity change, negative = inhibition, hits mostly inhibitors. 0.23% of 270,000 active. AID 1768, 2009; active = well fitted inhibition curve with a large enough effect in the polarisation, with a control signal flat, not every such curve was filed as active; inconclusive = small, poorly fitted or top-dose-only effect, or effect the other way, or a change in a side signal; inactive = no such curve, though single readings can be large or run the other way; the % refers to the polarisation; also: potency is read from the fitted curve at half-maximal effect; % of control where 0% means no effect; many of its hits are not listed in these tables
# AT treatment: qHTS Assay for Identifying a Potential Treatment of Ataxia-Telangiectasia; […] A-T fibroblasts, KAP-1 phosphorylation AlphaLISA; neocarzinostatin DNA damage 30 min before lysis; Potency, µM (doses to about 57.5 µM), inactives show at the top dose activation, hits mostly activators; 0.19% of 320,000 active; also: potency is read from the fitted curve at half-maximal effect; % of control where 0% means no effect; nearly all actives have a fitted effect of over 45% in size
#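 hTERT-immortalized A-T patient fibroblasts ([…]), 500 cells/well in OPTI-MEM, 1% FBS, got compounds for 60 min, then NCS for 30 min at 37C. Lysates were then assayed for phospho-KAP-1 by AlphaLISA (anti-pKAP1 donor, anti-KAP1 acceptor beads), 6 hr at 25C.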
# a7 integrin act: qHTS for Activators of Integrin-Mediated Alleviation for Muscular Dystrophy. alpha7betagal myoblasts, beta-gal FDG fluorescence, 48 h. 0.064% of 350,000 active. Potency, µM (series often up to 38.3 µM), inactives show top-dose activation, actives largely listed as activators. AID 624291, 2012;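 also: potency is read from the fitted curve at half-maximal effect; 100% = response of the positive control SU9516; nearly all actives have a fitted effect of over 60% in size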
#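 alpha7betagal+/- myoblasts (passage 13, 250/well) treated 48 h at 37C with compounds at 1:260 dilution of DMSO stock. Lysed, then beta-galactosidase activity read as FDG fluorescence (ex 480/em 540) after 30 min, with pre-read for autofluorescence.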
# Mito fusion act: qHTS Assay for Small Molecule Inhibitors of Mitochondrial Division or Activators of Mitochondrial Fusion; S. cerevisiae fusion-defective mutant growth rescue, CellTiterGlo 48 h; Potency, µM (titrated, usually from 46.1 µM), inactives show top-dose growth rescue (activation), hits mostly activators; 0.23% of 320,000 active; AID 485298, 2010;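 also: potency is read from the fitted curve at half-maximal effect; % of control where 0% means no effect; nearly all actives have a fitted effect of over 45% in size; temperature-sensitive fusion mutants such as fzo1-1 at 37 °C on non-fermentable ethanol glycerol medium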
#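 Temperature-sensitive fusion-defective S. cerevisiae (e.g. fzo1-1, mgm1-5) were grown with compound in YPEG medium (3% ethanol, 3% glycerol) for 48 hours at 37C. Growth rescue was measured as viability by CellTiterGlo luminescence after 10 minutes at ambient.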
# TSHR antag: Antagonists of the Thyroid Stimulating Hormone Receptor: HTS campaign; Thyrotropin receptor (Homo sapiens), P16473; TSHR-expressing cells, TSH-stimulated cAMP HTRF, 2 h; active compounds read low; activity change, negative = inhibition, % at 11.5 µM; 0.2% of 330,000 active; AID 504810, 2011;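 active = activity change below a set negative limit, meaning inhibition stronger than a set level, cut at about -70% in these data; inconclusive = activity change between two set negative limits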; also: % is scaled to controls: 0 for no effect and ±100 for the full control effect
#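 TSHR-expressing cells were treated with compounds, then stimulated with TSH at EC80 (4nM final) for 2 hours at 37 deg C. Cellular cAMP was measured by HTRF competition between lysate cAMP and cAMP-d2 for a cryptate-labelled anti-cAMP antibody.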
# CXXC DNA block: qHTS Fluorescence Polarization Assay for Inhibitors of MLL CXXC domain - DNA interaction; Histone-lysine N-methyltransferase 2A (Homo sapiens), Q03164; MLL-CXXC / FITC-HOXA9 DNA fluorescence polarization; Potency, µM (top dose mostly 115 µM), inactives show at the highest dose activity change, negative = inhibition, most hits filed as inhibitors; 0.037% of 290,000 active; AID 2662, 2010; active = well fitted inhibition curve with a large enough effect in the polarisation, with a control signal flat, not every such curve was filed as active; inconclusive = small, poorly fitted or top-dose-only effect, or effect the other way, or a change in a side signal; inactive = no such curve, though single readings can be large or run the other way; the % refers to the polarisation; also: potency is read from the fitted curve at half-maximal effect
#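 Fluorescence polarization: 7 uM MLL-CXXC (stock) preincubated 5 min with compounds, then 50 nM fluorescein-HOX-A9 DNA (stock) added; 30 min ambient. Buffer 50 mM Tris-HCl pH 7.5, 50 mM NaCl, 1 mM DTT, 0.05% BSA.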
# TCR act: Activators of T cell receptors: qHTS campaign | primary human leukocytes, anti-CD3, IL-2 HTRF, 48 h | Potency, µM (highest dose often 9.22 µM), without a hit: at the top dose activation of IL-2 secretion, actives largely listed as activators | 330,000 tested, under 10 active; also: % of control where 0% means no effect
#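 HTRF read-out of IL-2 secretion: europium cryptate donor excited at 320nm, d2 acceptor emission at 665nm. Cells were primary human leukocytes incubated 48 hr with compounds and a-CD3 beads, supplying TCR signal only.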
# Numbers without * were called inactive; ? = inconclusive; · = no result given; [ ] = another dose, or the depositor's remark. Unless noted, calls follow the shape of the dose curve; as a rule, active = well fitted curve in the direction sought with a large enough effect; inconclusive = small, poorly fitted or top-dose-only effect, or another doubt; inactive = no such curve, though single readings can be large; an effect the other way counts as inactive or inconclusive.
SMILES,TSG101-PTAP inh,MBNL1-CUG inh,S-ASM inh,Menin-MLL TR inh,AT treatment,a7 integrin act,Mito fusion act,TSHR antag,CXXC DNA block,TCR act
CC(C)(C)N(Cc1cc2ccccc2[nH]c1=O)C(=O)C1CCCCC1,-2%,9%,0%,?,-1%,-23%,-8%,1,1%,-2%
CC(C)Cc1cc(C(C)(C)C)ccc1OC(=S)N(C)C,-9%,-2%,-3%,-7%,14%,20%,-7%,7,-2%,-3%
Cc1ccc(C(C)C)c(OCCNC(=O)c2cncc(Br)c2)c1,-3%,-10%,-9%,17%,10%,-21%,15%,-27,-2%,-29%
O=C(CS(=O)(=O)Cc1ccccc1)Nc1ccc(S(=O)(=O)N2CCCCCC2)cc1,-2%,-1%,-9%,41%[activator],-5%,1%,-4%,-6,1%,-4%
Oc1c(Cl)cc(Cl)cc1CNc1nccs1,-1%,-3%,1%,40%[activator],-29%,10%,2%,-7,-15%,6%
N#CCCN(CCC#N)C(=O)c1ccc(Cl)cc1,-12%,-4%,0%,-1%,1%,-12%,1%,-2,-12%,·
CCc1ccc2[nH]c(C(=O)Nc3ccc(Br)c(C)n3)cc2c1,0%,169%[activator],6%,39%[activator],-3%,17%,0%,2,8%,5%
Cc1ccc(C(=O)OCC(=O)Nc2ccc(S(N)(=O)=O)cc2)c(O)c1,1%,-1%,-4%,·,2%,-24%,-1%,8,2%,-6%
C/C(=N/NC(=O)CSCc1ccc(Cl)cc1)c1cccc(NC(=O)c2ccccc2)c1,-5%,1%,-4%,-9%,-1%,1%,-2%,6,25%,·
CCC1(C)CC(=O)N(c2ccc(C(=O)O)c(O)c2)C1=O (stereo not drawn),-2%,9%,6%,21%,6%,17%,0%,1,-4%,2%
N#Cc1c(Nc2ccccc2)[n+]([O-])c2ccc(Cl)cc2[n+]1[O-],1%,·,-5%,·,·,-19%,·,·,·,6%
O=C(COC(=O)CCc1ccccc1)NCc1ccc2c(c1)OCO2,-3%,·,0%,·,6%,-4%,·,2,·,0%[46.1 µM]
O=C(NN1CCOCC1)c1cc(-c2ccc(Br)s2)nc2ccccc12,-4%,·,27%,?,-2%,-11%,1%,32,1%,8%
CC(C)Cn1c(O)c(/C=C2\C=NN=C2c2ccccc2)sc1=S,0%,12%,·,?,32µM*,-1%,15%,-17,16%,9%[46.1 µM]
CCC(CO)NCC#Cc1ccccc1 (stereo not drawn),-2%,-6%,-6%,-2%,3%,-4%,-2%,-1,-5%,-8%
CC(O)c1cccc(NC(=O)C2CCCCC2)c1 (stereo not drawn),-2%,0%,-1%,18%,3%,2%,1%,9,0%,-4%
Cc1nn(-c2ccccc2)c(C)c1/C=C/C(=O)OCC(=O)Nc1ncc(C(F)(F)F)cc1Cl,3%,4%,-1%,-2%,4%,?,-6%,-7,18%,-4%
Cc1noc(C)c1C(=O)Nc1nnc(-c2ccccc2)s1,-2%,19%,-4%,-18%,-10%,12%,18%,-18,45%[activator],-3%
CCCCCCn1c(N(CC)CC)nc2c1c(=O)[nH]c(=O)n2C,0%,-1%,-1%,-22%,-1%,11%,11%,0,1%,-1%
O=C(NNC(=S)Nc1ccccc1)c1ccco1,-3%,-13%,2%,19%,0%,0%,-2%,1,-3%,6%
CN(C(=O)c1cccc(NC(=O)Cc2ccc(NC(=O)C3CCN(S(=O)(=O)c4cccc([N+](=O)[O-])c4)CC3)cc2)c1)C1CCCCC1,1%,·,0%,·,·,-17%,·,·,·,-1%
Cc1cc(CNC(=O)COc2ccccc2)c2ccccc2n1,-2%,·,5%,-17%,1%,-16%,1%,-1,3%,1%
Nc1ccc2c(O)cc(S(=O)(=O)O)cc2c1,-29%,·,336%[activator],·,·,-10%,·,·,·,2%
CC(=O)Nc1ccc(S(=O)(=O)N2CCC(NC(=O)C(Cc3cccc(F)c3)NC(C)=O)CC2)cc1 (stereo not drawn),-2%,-1%,0%,·,5%,5%,-4%,-2,6%,-2%
CCCn1c(N)c(N(CCOC)C(=O)CSCC(=O)Nc2cccc(C)c2)c(=O)[nH]c1=O,0%,·,6%,·,15%,8%,1%,-2,·,-3%
Cc1cc(N2CCN(C)CC2)nc(=S)[nH]1,0%,-5%,-1%,11%,19%,-5%,11%,-5,18%,-3%
O=C1C2C3C=CC(C4CC34)C2C(=O)N1c1cccc2ccccc12 (stereo not drawn),-3%,2%,-3%,-1%,0%,-16%,0%,12,-1%,-3%
FC(F)(F)c1ccccc1NC(=S)N1CCN(c2ccccn2)CC1,-2%,-3%,0%,3%,1%,-18%,15%,10,37%[activator],-2%
O=c1c2sccc2n(Cc2ccc(F)cc2)c(=O)n1-c1ccc(F)cc1,-4%,·,-1%,-9%,0%,-30%,3%,5,5%,-7%
COC(=O)c1c(N2C(=O)[C@H]3[C@@H](C2=O)[C@]2(C(=O)Nc4c2ccc(C)c4C)N2CCC[C@@H]32)sc(C)c1C,-1%,7%,3%,-16%,0%,31%,-1%,-1,18%,-9%[46.1 µM]
CCOC(=O)c1cccc(P(=O)(C(C)(C)C)C(C)(C)C)c1,2%,-4%,10%,-4%,2%,4%,-6%,-10,5%,-7%[46.1 µM]
O=C(NCCCN1CCCC1=O)c1csc2ccccc12,-3%,-10%,3%,8%,0%,0%,-8%,2,6%,-1%
O=C(CSc1ncnc2c1oc1ccccc12)N1CCc2ccccc2C1,·,10%,·,6%,7%,·,-1%,0,5%,·
Cc1cc(Br)c2c(c1)/C(=C/C(=O)c1cccs1)C(=O)N2,2%,-3%,-10%,15%,7%,-66%[inhibitor],0%,-4,44%[activator],-23%
O=C(CNC(=O)c1n[nH]c2ccccc12)Nc1cc(Cl)ccc1Cl,-1%,·,1%,·,13%,?,·,·,·,-2%
O=C1OCc2cccc3cccc1c23,-5%,?,8%,0%,4%,1%[7.66 µM],-1%,7,-2%,-2%
COc1ccc(NC(=O)NCc2cccn2C)c(OC)c1,-4%,-2%,4%,-10%,-17%,3%,-4%,0,?,9%
CCCCc1nnc(SCc2ccc(OCC)cc2)n1N,2%,4%,2%,-5%,0%,-9%,4%,-10,9%,-4%
CCN1C(=O)C(CC(=O)NCc2ccc(Cl)cc2)N(CC)C1=O (stereo not drawn),0%,0%,1%,5%,11%,2%,-5%,3,2%,2%
O=C(NCCCNC1CCCCC1)c1ccc(/C=N/O)nc1,1%,1%,1%,-11%,18%,-4%,-2%,2,6%,-2%
CS(=O)(=O)c1ccccc1COC(=O)Nc1ccc(Cl)cc1,-8%,-3%,-8%,54%[activator],4%,15%,-2%,-22,14%,-2%
O=[N+]([O-])/C=C1\CCCCCN1,-5%,2%,2%,·,-10%,17%,4%,-2,-2%,-4%
CN(C(=O)COC(=O)c1cc(S(=O)(=O)N2CCCCC2)ccc1Cl)c1ccccc1,-1%,·,2%,·,1%,?,6%,-2,·,·
O=C(N/N=C/c1ccc2c(c1)OCO2)c1ccc2c(c1)OCO2,2%,22%,13%,-27%,7%,1%,0%,-3,0%,-9%
CCC(C)NC(=O)C1=C(C)C(=O)OC12CCC(C)CC2 (stereo not drawn),-1%,-6%,1%,-10%,-7%,-12%,-1%,2,0%,-5%
COc1ccc(C(C(=O)NC2CCCCC2)N(Cc2ccco2)C(=O)CNC(=O)c2ccco2)cc1 (stereo not drawn),0%,·,-3%,·,·,-14%,·,·,·,0%
Cc1cc2occ(CC(=O)N(CC(C)C)c3c(N)n(Cc4ccccc4)c(=O)[nH]c3=O)c2cc1C,-3%,·,3%,·,12%,9%,0%,3,·,-81%
Cc1cc(C)cc(NC(=O)CN2CCN(C(=O)C3CCCO3)CC2)c1 (stereo not drawn),1%,4%,0%,10%,1%,-3%,2%,8,7%,2%

# The list is partial; rates above refer to the full screens.
